Screening results as filed in PubChem.
GalR3 antagonist: GalR3 antagonists in HEK293 cells, primary screen, cell-based, fluorescence readout; Galanin receptor type 3 (Homo sapiens), O60755; HEK293 GalR3-CNG cAMP membrane potential fluorescence; galR3 body fused to GalR1 C-terminus; inhibition, % at 3 µM; 0.44% of 360,000 active; AID 651719, 2012;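 active means inhibition above the screen-wide average plus 3 SD, cut at about 13% in these data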;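 further: forskolin and galanin both at EC90 stimulate the cells; cAMP rise reported by CNG channel membrane potential dye signal; 0% = forskolin plus galanin with DMSO and 100% = forskolin alone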
Target sequence (O60755 1-299 limits assumed): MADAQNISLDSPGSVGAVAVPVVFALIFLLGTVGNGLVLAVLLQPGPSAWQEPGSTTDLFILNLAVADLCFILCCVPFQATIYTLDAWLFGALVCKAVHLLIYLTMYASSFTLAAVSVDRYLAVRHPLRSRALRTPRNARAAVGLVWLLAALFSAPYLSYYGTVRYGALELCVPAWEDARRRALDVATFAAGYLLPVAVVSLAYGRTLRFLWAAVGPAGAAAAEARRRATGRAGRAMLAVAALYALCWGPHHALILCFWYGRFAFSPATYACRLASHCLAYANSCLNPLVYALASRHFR
V1R ag counter: agonists of human V1a receptor, primary screen, counter-screen for OXTR agonist project, fluorescence, CHO-V1R cells; Vasopressin V1a receptor (Homo sapiens), P37288; Fluo-8 calcium fluorescence, agonist mode; 0% DMSO, 100% 3 nM vasopressin; activation, % at 3 µM; 0.25% of 320,000 active; AID 2797, 2010;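 active means activation above the mean activation of all tested compounds plus 3 SD, per screening run, cut at about 20% in these data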;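 further: signal is peak over basal fluorescence ratio across a 100 second FLIPR read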
Target sequence (P37288 whole entry, looked up): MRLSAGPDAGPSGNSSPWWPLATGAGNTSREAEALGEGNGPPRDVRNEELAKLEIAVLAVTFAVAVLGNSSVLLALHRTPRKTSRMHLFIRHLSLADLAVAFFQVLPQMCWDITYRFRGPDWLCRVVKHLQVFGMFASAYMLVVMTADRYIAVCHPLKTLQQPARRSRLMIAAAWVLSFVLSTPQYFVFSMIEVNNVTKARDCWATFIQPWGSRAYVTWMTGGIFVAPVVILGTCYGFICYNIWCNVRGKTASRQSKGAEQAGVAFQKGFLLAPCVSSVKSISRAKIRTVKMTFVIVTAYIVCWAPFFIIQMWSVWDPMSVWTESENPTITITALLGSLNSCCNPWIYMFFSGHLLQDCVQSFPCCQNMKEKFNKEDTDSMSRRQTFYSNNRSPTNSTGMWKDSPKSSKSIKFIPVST
OXTR agonist: human OXTR agonists, primary screen, fluorescence, CHO-OTR cells, Fluo-8 calcium; Oxytocin receptor (Homo sapiens), P30559; Fluo-8 calcium fluorescence; normalized: DMSO 0%, oxytocin 100%; activation, % at 3 µM; 0.32% of 320,000 active; AID 2435, 2010;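 active means activation above the mean of all tested compounds plus 3 SD, cutoff set per screening run, cut at about 20% in these data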;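 further: peak over basal fluorescence ratio from a 100 s FLIPR kinetic read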
* marks the source's active call; other numbers are inactive results; & = joins results of further samples. These rows are one share of the data; count on the stated rates, not on these rows.

The first 7 entries, to show the layout:
Molecule	GalR3 antagonist	V1R ag counter	OXTR agonist
O=C(COc1coc(CN2CCc3ccccc3C2)cc1=O)Nc1ccccc1F	-3	1.7	-1.9
Cc1ccc(OCC(=O)N(C)CC(=O)Nc2ccc(Cl)c(C(F)(F)F)c2)c([N+](=O)[O-])n1	-3	2.8	1.2
C[C@H](O)[C@@]1(O)CC[C@H]2[C@@H]3CC[C@@H]4C[C@H](O)CC[C@]4(C)[C@H]3CC[C@@]21C	0	3.5	5.4
COc1ccc(-c2csc(NC(=O)CCN3C(=O)C4CC=CCC4C3=O)n2)cc1OC (centres undefined)	-4	0.4	-0.3
CC(C)c1cccc(C(C)C)c1OCCCCCN1CCOCC1	0	-0.4	-2.1
O=C(c1cccc(NS(=O)(=O)c2ccc(Br)cc2)c1)N1CCCCC1	-4	4.1	1.5
COc1ccccc1CNCC(=O)Nc1cc(S(=O)(=O)N2CCCCC2)ccc1C	-7	2.4	2.5

Results, previewed entries included:
Molecule	GalR3 antagonist	V1R ag counter	OXTR agonist
O=C(COc1coc(CN2CCc3ccccc3C2)cc1=O)Nc1ccccc1F	-3	1.7	-1.9
Cc1ccc(OCC(=O)N(C)CC(=O)Nc2ccc(Cl)c(C(F)(F)F)c2)c([N+](=O)[O-])n1	-3	2.8	1.2
C[C@H](O)[C@@]1(O)CC[C@H]2[C@@H]3CC[C@@H]4C[C@H](O)CC[C@]4(C)[C@H]3CC[C@@]21C	0	3.5	5.4
COc1ccc(-c2csc(NC(=O)CCN3C(=O)C4CC=CCC4C3=O)n2)cc1OC (centres undefined)	-4	0.4	-0.3
CC(C)c1cccc(C(C)C)c1OCCCCCN1CCOCC1	0	-0.4	-2.1
O=C(c1cccc(NS(=O)(=O)c2ccc(Br)cc2)c1)N1CCCCC1	-4	4.1	1.5
COc1ccccc1CNCC(=O)Nc1cc(S(=O)(=O)N2CCCCC2)ccc1C	-7	2.4	2.5
COc1ccc(S(=O)(=O)N2CCOC23CCN(S(=O)(=O)c2cc(C)ccc2C)CC3)cc1	-5	0.9	-1.1
O=C(COC(=O)C1=COCCO1)NC1CCCCC1	-4	0.3	1.1
O=C1CC2(CCN(C(=O)C3CC(=O)N(c4ccccc4)C3)CC2)Oc2ccccc21 (centres undefined)	-3	1.4	1.5
COC(=O)c1c(NC(=O)CSc2ncnc3ccccc23)sc(C)c1C	1	-0.6	-0.1
Cn1nnnc1Sc1ncnc2scc(-c3cccc4c3sc3ccccc34)c12	-5	1.4	2.8
O=C(COC(=O)CCS(=O)(=O)c1ccccc1)Nc1ccccc1	-5	-0.9	0.3
COc1cc(-c2ccccc2)[nH]c(=S)n1	0	2.0	0.8
COc1ccc2sc(-c3ccccc3OC)c(C#CC(C)(C)O)c2c1	-5	-0.7	-0.9
COc1ccc(-c2c(C#Cc3ccsc3)c3cc(-c4cccc5[nH]ccc45)ccc3n2C)cc1	1	-0.9	0.2
O=S(=O)(Nc1ccc2c(c1)OCO2)c1ccc(Cl)cc1F	-4	-0.2	-0.4
Cc1ccc(-c2nn(Cc3ccccc3)cc2C(=O)N2CCN(c3ccccn3)CC2)cc1	-3	0.1	-1.0
COCCN(Cc1ccccc1)C(=O)C1CCN(S(=O)(=O)c2ccc3c(c2)OCCO3)CC1	-6	0.9	-0.5
CCCN(C(=O)C1CC(=O)N(c2ccccc2C(C)CC)C1)C1CCS(=O)(=O)C1 (centres undefined)	-9	0.2	0.2
COc1ccc(CN(C)C(=O)Cn2ccc(N)nc2=O)cc1OC	2	1.5	1.4
CN1CCN(S(=O)(=O)c2ccccc2)C(c2ccccc2)C1 (centres undefined)	-7	-1.0	0.7
COc1cc2c(C(F)(F)F)c(-c3ccc(C#N)cc3)oc(=O)c2cc1OC	-6	0.6	1.8
O=C(OCC(O)CO)c1ccccc1Nc1ccnc2cc(Cl)ccc12 (centres undefined)	-5	0.5	-1.3
CCN(c1ccccc1)S(=O)(=O)c1ccc(C(=O)Nc2cc(C)ccn2)cc1	-4	0.1	-2.5
Cc1ccc2c(c1)[C@@H]1[C@H](CO2)[C@H](c2ccccc2)[C@@]2(C)C(=O)N[C@H](C)C(=O)N12	-8	-1.2	-0.7
COc1ccc(C)cc1NC(=O)CN1CCCC1c1ccc2c(c1)OCCCO2 (centres undefined)	1	0.2	-2.2
COC(=O)C1=C(C)N(Cc2ccccc2)C(=O)N[C@H]1c1ccco1	5	0.4	-0.8
CC(=O)N1c2ccccc2C2CCCC[C@@H]21 (some centres undefined)	-5	-0.2	0.2
COc1ccc([C@H]2CC(=O)C=C(c3ccc(O)cc3)C2)cc1OC	-4	3.2	4.6
CN1CCN(C(CNC(=O)c2ccc(Br)o2)c2ccc(F)cc2)CC1 (centres undefined)	-5	0.2	-0.4
NS(=O)(=O)c1cnccc1NCCc1ccccc1	-1	0.3	0.4
O=S(=O)(c1ccccc1)N1CCC(c2ccccc2)CC1	-9	-0.9	-1.4
Cc1ccc(S(=O)(=O)N(C)C)cc1NC(=O)COc1ccccc1C(=O)Nc1ccccc1	1	3.8	1.6
Cc1noc(C)c1COc1ccc(C(=O)OCC(=O)Nc2ccc(S(N)(=O)=O)cc2)cc1	-4	0.1	0.9
CCOc1ccc(CCNC(=O)COC(=O)/C=C/c2ccccc2)cc1OCC	-1	0.6	-1.2
COc1ccc(-c2csc(NCCc3nc4cc(Cl)c(Cl)cc4n3CCCO)n2)cc1	-6	0.1	1.8
Cc1cc(NC(=O)Cn2cnc3sc(C)c(C)c3c2=O)no1	-7	0.0	-0.2
Cc1cccc(C(=O)NCC(c2cccs2)N2CCOCC2)c1 (centres undefined)	0	-0.3	-0.1
COc1ccc2sc(-c3ccc(S(C)(=O)=O)cc3)c(C#CCO)c2c1	-4	4.8	2.6
O=C(NCC1CCCN1S(=O)(=O)c1cccs1)C(=O)Nc1ccccc1 (centres undefined)	-4	0.6	0.5
Cc1sc2ncnc(N3CCC(C(=O)Nc4ccc(OC(F)F)c(Cl)c4)CC3)c2c1C	-4	0.5	0.5
CCOc1cc(C(=O)Nc2cc(C(=O)OC)ccc2C)ccc1OCC(=O)N1CCOCC1	-8	0.4	0.1
O=S(=O)(NC1=NCCCCC1)c1ccc(F)cc1F	-5	0.5	1.1
O=C(COC(=O)c1ccc(Br)cc1)NCC1CCCO1 (centres undefined)	0	0.0	-0.7
CCN(CC(=O)Nc1c(F)cccc1F)C(=O)C1CC(=O)N(c2ccc3c(c2)OCCO3)C1 (centres undefined)	0	1.1	0.3
COC(=O)C1=CO[C@@H](O[C@@H]2OC(CO)[C@@H](O)[C@@H](O)[C@@H]2O)C2C1CC[C@]2(C)O (some centres undefined)	-6	0.5	0.5
CCCCCCCCN1[C@@H](CC(=O)O)c2cc(F)ccc2S1(=O)=O	-4	0.3	-0.4
O=C(CCc1nc2ccccc2c(=O)[nH]1)NCCN1C(=O)S/C(=C\c2ccccc2Cl)C1=O	0	0.6	0.4
CCCCN(C(=O)CC1OC(=O)c2ccccc21)c1c(N)n(CCCC)c(=O)[nH]c1=O (centres undefined)	-5	-0.1	-0.1

Remaining list, next part.
Values in the order – GalR3 antagonist, V1R ag counter, OXTR agonist
COC(=O)c1ccc(NC(=O)C2CC3CCC2C3)cc1 (centres undefined)
  -6, -1.4, -2.4
COc1ccc(NC(=O)c2ccc3c(c2)C(=O)N(Cc2ccncc2)C3=O)cc1S(N)(=O)=O
  5, 0.1, 0.8
CC1(c2nnc(Cc3ccccc3)o2)CC(c2c(Cl)cccc2Cl)=NO1 (centres undefined)
  0, -0.8, -1.3
COc1ccc(C(CNC(=O)C(=O)Nc2ccc3c(c2)OCCO3)N2CCN(C)CC2)cc1 (centres undefined)
  -4, 0.9, 2.2
CCOc1ccc(NC(=O)CCC(=O)NNC(=O)c2cccc([N+](=O)[O-])c2)cc1
  0, 0.8, 0.8
CCOc1ccc(NC(=O)CN(C)C(=O)c2ccc(N3CCCC3)c([N+](=O)[O-])c2)cc1OCC
  -4, -1.4, -2.2
COCCn1cnnc1SCC(=O)Nc1cc(C)on1
  -6, 0.5, 1.4
O=C(OCc1nc(-c2ccccc2Cl)no1)c1ccco1
  -2, 0.1, -0.2
C=CC[C@@H](CC(=O)N[C@H](CO)Cc1ccccc1)C(=O)N[C@@H](COC(=O)[C@@H](CC=C)Cc1ccc(F)cc1)Cc1c[nH]c2ccccc12
  -5, 0.3, 0.1
Cc1ccc(C)c(S(=O)(=O)Nc2cc3c4c(c2)CCN4C(=O)CC3)c1
  3, 2.6, 4.2
COCCN(C(=O)CC1OC(=O)c2ccccc21)c1c(N)n(Cc2ccccc2)c(=O)[nH]c1=O (centres undefined)
  -7, 0.1, 0.0
COc1ccc(NC(=O)CSCC(=O)N2CCCc3ccccc32)cc1
  -4, 0.2, -0.2
COc1ccc(-c2cc(C(=O)N(C)CC(=O)Nc3ccccc3Cl)c3ccccc3n2)cc1OC
  -4, 2.7, -2.0
COCCN(CC(=O)Nc1cccc(C)c1C)C(=O)c1cc(-c2ccncc2)nc2ccccc12
  -1, 2.0, -0.8
COc1ccc(C(=O)Nc2ccc3[nH]ccc3c2)cc1
  -1, -0.3, 0.5
COc1ccc(C2=NOC(Cn3nc(C(=O)NCC4CC4)cc3-c3ccccc3)C2)cc1 (centres undefined)
  9, -0.2, 0.8
COc1ccc2c(c1)[C@H]1[C@H](CO2)[C@H](c2ccccc2)[C@]2(C)C(=O)Nc3cc(F)c(F)cc3C(=O)N12
  -11, 0.1, -1.9
C=CCn1c(SCC(=O)c2ccc(O)c(O)c2)nnc1-c1ccc(C)cc1
  -3, 0.3, 1.2
COc1ccc(C(CNC(=O)c2cccn2C)N2CCOCC2)cc1 (centres undefined)
  -2, 0.8, 1.3
Cc1cc(C(=O)COc2ccc(C#N)cc2)c(C)n1C1CC1
  -3, -0.6, -1.9
O=C(COC(=O)c1cccc(Cl)c1Cl)NCc1cccs1
  -7, 0.3, -1.7
CCOC(=O)[C@H]1[C@H]2COc3cc(OC)ccc3[C@@H]2N2C(=O)c3ccc(F)cc3NC(=O)[C@@]12C
  -4, 0.1, -1.8
Cc1ccsc1C(=O)N(C)C1CCS(=O)(=O)C1 (centres undefined)
  -3, 1.1, 1.1
CCN(CC(=O)Nc1c(F)cccc1F)C(=O)C1CCN(S(=O)(=O)c2ccc(C)cc2C)CC1
  -1, 3.0, -0.8
CC(OC(=O)/C(C#N)=C/c1ccc(N(C)C)cc1)C(=O)NCc1ccco1 (centres undefined)
  -7, 11, 12
Cc1ccccc1OCC(=O)NCC(c1cccs1)N1CCOCC1 (centres undefined)
  -4, 1.3, -0.3
CC[C@@]12C(=O)N(c3cccc(F)c3)C(=O)N1[C@H](c1ccc(OC)cc1)[C@@H]1C(=O)N(C(C)(C)C)C(=O)[C@@H]12
  -6, -1.0, -1.0
Cc1cc(Cl)ccc1OCCCC(=O)N1CCN(S(=O)(=O)c2ccccc2)CC1
  -3, 3.0, 2.6
CC(=O)c1ccc(S(=O)(=O)N2CCN(CC(=O)Nc3ccc(Cl)c([N+](=O)[O-])c3)CC2)cc1
  -3, 12, 12
CCN(CC(=O)Nc1ccc(NC(C)=O)cc1)C(=O)CSc1nnc(-c2ccco2)n1CC
  -4, -0.2, 0.4
COc1ccccc1C1=CC(=O)C[C@H](c2ccc(Cl)cc2)C1
  -9, 0.9, 0.1
CN(C(=O)CSc1nnc(-c2cccs2)n1N)c1ccccc1
  -2, 0.6, -0.1
COc1ccc(OC)c(C2=CC(=O)C[C@H](c3ccc4c(c3)OCO4)C2)c1
  -11, 0.6, -1.3
CC(CC(=O)Nc1cc(S(=O)(=O)N2CCOCC2)ccc1OCC(F)(F)F)c1ccccc1 (centres undefined)
  -5, -0.1, -1.9
CSCCC(NC(=O)c1ccccc1)C(=O)NCCCSc1ccccc1 (centres undefined)
  -5, 0.8, -1.2
CCCCNc1c(-c2ccc(OC)c(SC3CCCCC3)c2)nc2ccc(C)cn12
  -5&-6, 4.5, -1.4
Cc1ccc(Cl)c(OCC(=O)Nc2ccc(S(=O)(=O)NC3=NCCCCC3)cc2)c1
  -3, 8.1, 7.8
CC(=O)Nc1ccc(C(=O)OCC(=O)NCc2cccs2)cc1
  -6, -0.9, 0.7
COc1ccc(S(=O)(=O)N2CCN(CC(=O)Nc3c(C)n[nH]c3C)CC2)cc1OC
  -6, 0.3, 1.7
C=CCN(c1ccccc1OC)S(=O)(=O)c1cccc(C(=O)NCc2ccco2)c1
  -8, 0.5, 0.6
CCCCn1c(N)c(N(CCC(C)C)C(=O)C2=NN(c3cc(C)ccc3C)C(=O)CC2)c(=O)[nH]c1=O
  0, 0.5, -0.7
CC1CCCCC12NC(=O)N(CC(=O)N1CCc3ccccc31)C2=O (centres undefined)
  5, -0.6, -1.0
COc1cccc(CC(=O)NNC(=O)CN(C)S(=O)(=O)c2ccc(C)cc2)c1
  -7, -0.4, 0.1
NC(=O)C1=C[C@@H](c2ccc3c(c2)OCO3)C[C@@H](OCCCCO)O1
  -5, 0.6, 0.8
